MBNL1 CUG block = inhibitors of human MBNL1 binding to CUG repeat RNA. Q9NR56. TR-FRET MBNL1-His/biotin-(CUG)12 binding, 665/545 ratio. Potency, µM (highest dose often 57.5 µM), inactives show top-dose activity change, negative = inhibition, actives largely listed as inhibitors. 0.036% of 280,000 active. AID 2675; active = well fitted inhibition curve with a large enough effect in the signal ratio, with a control signal flat, not every such curve was filed as active; inconclusive = small, poorly fitted or top-dose-only effect, or effect the other way, or a change in a side signal; inactive = no such curve, though single readings can be large or run the other way; the % refers to the signal ratio; also: potency is read from the fitted curve at half-maximal effect; % is scaled to controls: 0 for no effect and ±100 for the full control effect
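TR-FRET readout: Ex 340 nm, 665/545 nm emission ratio, normalized to buffer-only (basal) and MBNL1-(CUG)12 controls. Complex of MBNL1-His with Biotin-(CUG)12, compounds 92 nM–58 uM, incubated 60 min at room temperature.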
PTAP TSG101 blk = blocks PTAP/TSG101 interaction to inhibit HIV-1 budding | Q99816 | Fluorescence polarization, FITC-PTAP peptide / Tsg101 binding | Potency, µM (highest dose often 115 µM), for inactives: at the highest dose activity change, negative = inhibition, usual class: inhibitors | 340,000 tested, under 10 active | AID 493005; active = well fitted inhibition curve with a large enough effect in the main read-out, with a control signal flat, not every such curve was filed as active; inconclusive = small, poorly fitted or top-dose-only effect, or effect the other way, or a change in a side signal; inactive = no such curve, though single readings can be large or run the other way; also: potency is read from the fitted curve at half-maximal effect; % of control where 0% means no effect
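Compounds were pin-transferred onto Tsg101 binding domain (10 uM final) in HEPES pH 7.5 buffer, then FITC-PTAP peptide was added at 50 nM final. After 20 min at RT, polarization reported peptide displacement across a qHTS concentration series.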
a7 integrin act = activators of alpha7 integrin expression for muscular dystrophy; alpha7betagal myoblasts, beta-gal FDG fluorescence, 48 h; Potency, µM (top dose mostly 38.3 µM), for inactives: at the top dose activation, most hits filed as activators; 0.064% of 350,000 active;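 also: potency is read from the fitted curve at half-maximal effect; 100% = response of the positive control SU9516; nearly all actives have a fitted effect of over 60% in size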
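alpha7betagal+/- myoblasts (passage 13, 250/well) treated 48 h at 37C with compounds at 1:260 dilution of DMSO stock. Lysed, then beta-galactosidase activity read as FDG fluorescence (ex 480/em 540) after 30 min, with pre-read for autofluorescence.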
S-ASM inh = inhibitors of human secretory acid sphingomyelinase; P17405; placental ASM, HMU-PC fluorogenic substrate, 60 min; Potency, µM (series often up to 57.5 µM), without a hit: top-dose activity change, negative = inhibition, usual class: inhibitors; 0.006% of 340,000 active; AID 504937; also: potency is read from the fitted curve at half-maximal effect
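Steps: dispense placental human ASM, pin compound, wait 10 min at room temperature, add HMU-PC0 substrate at 9 uM final, incubate 60 min at 37 °C, add stop solution raising pH to 10, read fluorescence.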
TSHR antagonist = human thyrotropin receptor antagonism | TSHR-expressing cells, TSH-stimulated cAMP HTRF, 2 h; stronger effect = lower value | AID 504810 | P16473 | 0.2% of 330,000 active | activity change, negative = inhibition, % at 11.5 µM;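 active = activity change below a set negative limit, meaning inhibition stronger than a set level, cut at about -70% in these data; inconclusive = activity change between two set negative limits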; also: % is scaled to controls: 0 for no effect and ±100 for the full control effect
Target sequence (P16473 whole entry, looked up): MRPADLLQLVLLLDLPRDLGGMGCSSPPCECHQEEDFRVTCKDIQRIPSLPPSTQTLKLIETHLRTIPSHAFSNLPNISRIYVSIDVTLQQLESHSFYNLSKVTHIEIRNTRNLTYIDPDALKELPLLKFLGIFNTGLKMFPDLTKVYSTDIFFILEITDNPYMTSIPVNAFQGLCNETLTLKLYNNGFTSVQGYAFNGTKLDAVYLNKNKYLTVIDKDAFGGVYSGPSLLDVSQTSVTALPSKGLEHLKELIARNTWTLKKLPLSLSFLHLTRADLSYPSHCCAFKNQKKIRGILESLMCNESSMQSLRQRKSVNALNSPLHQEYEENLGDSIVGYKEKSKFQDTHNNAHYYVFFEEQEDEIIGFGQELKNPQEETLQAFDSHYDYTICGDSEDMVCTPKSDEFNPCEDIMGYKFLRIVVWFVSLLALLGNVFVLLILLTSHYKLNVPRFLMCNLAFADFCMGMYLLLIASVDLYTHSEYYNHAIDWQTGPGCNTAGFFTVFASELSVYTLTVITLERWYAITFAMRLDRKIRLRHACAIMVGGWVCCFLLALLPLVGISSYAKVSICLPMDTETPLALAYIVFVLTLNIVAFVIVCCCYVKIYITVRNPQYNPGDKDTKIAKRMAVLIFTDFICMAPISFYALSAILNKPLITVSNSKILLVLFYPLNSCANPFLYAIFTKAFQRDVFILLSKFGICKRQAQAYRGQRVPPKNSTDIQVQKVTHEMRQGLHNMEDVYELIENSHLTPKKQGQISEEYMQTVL
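Cell-based HTRF cAMP assay; TSHR cells + compound, TSH EC80 (4nM final), 2 h, 37 deg C. Lysis with anti-cAMP cryptate and cAMP-d2, 30 min RT, read 665/620 nm.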
A-T KAP1 phos = candidate therapy for ataxia-telangiectasia. […] A-T fibroblasts, KAP-1 phosphorylation AlphaLISA; neocarzinostatin DNA damage 30 min before lysis. AID 485349. 0.19% of 320,000 active. Potency, µM (series often up to 57.5 µM), inactives show top-dose activation, most hits filed as activators; also: potency is read from the fitted curve at half-maximal effect; % of control where 0% means no effect; nearly all actives have a fitted effect of over 45% in size
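hTERT-immortalized A-T patient fibroblasts ([…]), 500 cells/well in OPTI-MEM, 1% FBS, got compounds for 60 min, then NCS for 30 min at 37C. Lysates were then assayed for phospho-KAP-1 by AlphaLISA (anti-pKAP1 donor, anti-KAP1 acceptor beads), 6 hr at 25C.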
MLL CXXC-DNA inh = MLL CXXC-DNA interaction inhibition; Q03164; MLL-CXXC / FITC-HOXA9 DNA fluorescence polarization; Potency, µM (highest dose often 115 µM), inactives show at the highest dose activity change, negative = inhibition, actives largely listed as inhibitors; 0.037% of 290,000 active; AID 2662; active = well fitted inhibition curve with a large enough effect in the polarisation, with a control signal flat, not every such curve was filed as active; inconclusive = small, poorly fitted or top-dose-only effect, or effect the other way, or a change in a side signal; inactive = no such curve, though single readings can be large or run the other way; the % refers to the polarisation; also: potency is read from the fitted curve at half-maximal effect
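Purified MLL-CXXC (added from a 7 uM solution) was preincubated 5 min at ambient with pinned compounds in 50 mM Tris-HCl pH 7.5, 50 mM NaCl, 1 mM DTT, 0.05% BSA. Fluorescein-labeled HOX-A9 DNA (50 nM solution) followed, 30 min, then polarization read.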
TCR activator = activates T cell receptor signaling. primary human leukocytes, anti-CD3, IL-2 HTRF, 48 h. 330,000 tested, under 10 active. Potency, µM (highest dose often 9.22 µM), without a hit: top-dose activation of IL-2 secretion, usual class: activators; also: % of control where 0% means no effect
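48 hr co-incubation of compounds, a-CD3 beads and primary human leukocytes; IL-2 quantified homogeneously by HTRF with anti-IL-2 K and d2 conjugates.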
Mito fusion act = inhibitors of mitochondrial division or activators of mitochondrial fusion; Potency, µM (series often up to 46.1 µM), for the others: top-dose growth rescue (activation), actives largely listed as activators; AID 485298; S. cerevisiae fusion-defective mutant growth rescue, CellTiterGlo 48 h; 0.23% of 320,000 active;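 also: potency is read from the fitted curve at half-maximal effect; % of control where 0% means no effect; nearly all actives have a fitted effect of over 45% in size; temperature-sensitive fusion mutants such as fzo1-1 at 37 °C on non-fermentable ethanol glycerol medium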
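Compounds are tested for their ability to restore growth of mitochondrial fusion-defective yeast strains at non-permissive 37C in YPEG medium over 48 hours. Viability is quantified by luciferase luminescence.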
Menin MLL FP TR = inhibitors of human menin-MLL interaction, mutant MLL peptide | O00255 | Menin + Texas Red MLL mutant peptide, fluorescence polarization | Potency, µM (highest dose often 61.6 µM), for inactives: top-dose FP activity change, negative = inhibition, most hits filed as inhibitors | 0.23% of 270,000 active | AID 1768; active = well fitted inhibition curve with a large enough effect in the polarisation, with a control signal flat, not every such curve was filed as active; inconclusive = small, poorly fitted or top-dose-only effect, or effect the other way, or a change in a side signal; inactive = no such curve, though single readings can be large or run the other way; the % refers to the polarisation; also: potency is read from the fitted curve at half-maximal effect; % of control where 0% means no effect; many of its hits are not listed in these tables
The depositor's hits bear a star; ? = inconclusive; . = not tested or not shown; [ ] = another dose, or the depositor's remark. Unless noted, calls follow the shape of the dose curve; as a rule, active = well fitted curve in the direction sought with a large enough effect; inconclusive = small, poorly fitted or top-dose-only effect, or another doubt; inactive = no such curve, though single readings can be large; an effect the other way counts as inactive or inconclusive. This is a subset (hit frequency here may not be typical).

SMILES	MBNL1 CUG block	PTAP TSG101 blk	a7 integrin act	S-ASM inh	TSHR antagonist	A-T KAP1 phos	MLL CXXC-DNA inh	TCR activator	Mito fusion act	Menin MLL FP TR
CC(C)C[C@H]1CN=C(N(C)C)N1CC(C)C	.	-2.1%	23.5%	-3.1%	7.6	1.5%	.	-19.4%	.	.
CCN(CC(=O)NCc1ccc(F)cc1)C(=O)Cc1c(F)cccc1Cl	-4.6%	-3.9%	?	3.5%	2.4	4.0%	2.0%	-4.2%	-1.8%	0.6%
O=C(CSc1ccccc1)Nc1cccc(NC(=O)c2ccco2)c1	-2.4%	-1.6%	12.3%	-3.3%	9.1	-2.5%	1.2%	-9.1%	7.9%	16.4%
c1ccc(Cc2nn3c(Cn4cnc5ccccc54)nnc3s2)cc1	?	-2.8%	-26.7%	-8.0%	-13.7	34.0%	-5.5%	.	2.4%	-20.6%
COc1ccccc1N1CCN(C(=O)NC23CC4CC(CC(C4)C2)C3)CC1	-7.9%	-5.0%	13.9%	5.0%	-10.4	2.4%	6.3%	1.9%	15.6%	-13.6%
O=C(NC(=S)Nc1ccc2c(c1)OCCO2)c1ccc(F)cc1Cl	-1.9%	4.7%	-9.2%	9.0%	0.6	1.8%	2.6%	0.3%[46.1 µM]	-5.4%	-2.5%
COC(=O)CSc1nnc(CSc2nc(C)cc(C)n2)n1Cc1ccco1	-1.1%	-2.1%	7.0%	16.1%	-5.1	-6.8%	-4.4%	2.6%	-3.4%	-6.6%
N#Cc1nc(COc2ccc(Br)cc2)oc1NCCN1CCOCC1	-20.6%	-1.7%	13.7%	-2.2%	0.2	2.6%	-4.2%	2.3%	1.6%	13.6%
COc1cc(C)ccc1NC(=O)c1ccc(S(=O)(=O)N2CCOCC2)cc1	0.8%	-3.2%	0.8%	0.7%	-0.6	6.1%	1.0%	2.3%	-1.7%	5.8%
Cc1ccc(-c2nc(NCc3cccnc3)c3ccccc3n2)cc1	.	-0.3%	-6.5%	0.8%	22.7	3.6%	-1.5%	3.3%[46.1 µM]	25.7%	22.2%
CC[N+](CC)(CC#Cc1ccccc1)CC#Cc1ccccc1	-5.2%	-1.2%	-52.2%[inhibitor]	1.3%	-12.3	3.8%	12.0%	-4.3%	3.8%	.
COc1ccc(C)cc1NC(=O)CSc1nnc(CC(=O)Nc2cccc(C(F)(F)F)c2)n1C	-0.5%	0.0%	-8.6%	-3.1%	2.3	-0.2%	-0.3%	0.7%	0.2%	22.9%
CCN(CC(=O)Nc1cc(C)nn1-c1nc(C)cc(C)n1)Cc1ccccc1	-6.7%	-6.6%	-20.7%	0.5%	-9.4	.	-5.9%	-0.5%	1.6%	-17.1%
COc1cccc(C(=O)OCC(=O)Nc2cc(C)c(C)cc2[N+](=O)[O-])c1	3.8%	1.2%	16.9%	0.5%	-6.2	-2.7%	4.3%	0.1%[46.1 µM]	0.0%	3.9%
CCC(=O)Nc1ccc(-c2ccc(N3CCN(C)CC3)nn2)cc1	32.3%	-8.5%	-6.3%	-4.1%	31.9	2.5%	1.4%	-0.9%	8.9%	-8.2%
CCCCn1nnnc1SCC(=O)NNC(=O)C1CCCCC1	8.8%	-4.1%	-38.0%	0.4%	1.8	-3.3%	49.0%[activator]	2.4%	3.7%	-3.5%
O=C(NCC1CCN(Cc2ccccc2F)CC1)Nc1ccccc1F	-0.4%	-4.0%	-31.9%	7.2%	-7.6	-3.8%	33.3%[activator]	3.0%	6.5%	-11.9%
Cc1cc(NC(=O)c2cnn3c(C(F)F)cc(C4CC4)nc23)no1	-1.4%	-3.6%	5.2%	20.2%	0.3	-3.0%	2.3%	3.4%	-2.9%	-6.6%
CCN(CC(=O)Nc1ccc2c(c1)OCCO2)S(=O)(=O)c1ccc(F)cc1	-1.3%	-0.8%	6.5%	5.7%	-7.6	-4.6%	-1.8%	6.9%	-3.4%	0.5%
Cc1ccc(N2C(=O)CC(Cc3cccc(C)c3)C2=O)cc1 (stereo not drawn)	-0.8%	0.9%	?	0.7%	17.1	8.5%	5.6%	-0.3%	2.5%	-12.7%
Fc1cccc(NC(=S)NCc2ccccc2Cl)c1	.	1.6%	-31.7%	-2.2%	-5.5	7.3%	-4.9%	-65.2%	-2.3%	.
COc1ccc(OCc2cc(C(=O)N(C)Cc3cc(C)no3)no2)c(Cl)c1	1.3%	-1.5%	-14.3%	2.9%	-16.9	1.8%	3.9%	4.4%	2.8%	15.4%
CCNC(=O)NC(=O)C(C)OC(=O)c1cc(S(=O)(=O)N2CCCCCC2)ccc1OC (stereo not drawn)	0.4%	-0.4%	7.8%	-0.5%	11.5	3.7%	-5.7%	2.8%	0.0%	-8.2%
Cn1c2c(c(=O)n(C)c1=O)C(c1ccc(C(F)(F)F)cc1)CC(=O)N2 (stereo not drawn)	.	-1.0%	?	5.0%	.	.	.	0.0%	.	.
COc1ccccc1OCc1nc2ccccc2n1C	-11.0%	-5.2%	4.7%	0.1%	4.8	-2.5%	5.3%	-4.4%	-9.4%	-1.6%

Next section.
SMILES	MBNL1 CUG block	PTAP TSG101 blk	a7 integrin act	S-ASM inh	TSHR antagonist	A-T KAP1 phos	MLL CXXC-DNA inh	TCR activator	Mito fusion act	Menin MLL FP TR
CC(OC(=O)c1cccc(-n2cnnn2)c1)C(=O)Nc1ccc(F)cc1Cl (stereo not drawn)	.	-1.6%	-14.1%	-0.5%	-0.6	0.5%	.	-1.3%	-7.7%	.
COc1ccc(OCC(=O)Nc2ccc(S(=O)(=O)N3CCCC3)cc2)cc1	2.7%	-2.6%	3.3%	-5.9%	-0.2	-2.5%	-5.1%	-54.1%	1.0%	18.5%
O=C1NC(=O)C2(CCC(C3CCCCC3)CC2)N1 (stereo not drawn)	.	-0.9%	-25.8%	-1.2%	.	.	.	-3.1%	.	.
CC(C)Cn1c(N)c(C(=O)COC(=O)Cc2cccc(C(F)(F)F)c2)c(=O)n(C)c1=O	.	-1.0%	-32.5%	.	-0.9	-13.9%	.	2.5%	-1.1%	.
Cn1c(SCC(=O)c2ccc(F)cc2)nnc1-c1cnccn1	10.0%	-14.8%	-23.5%	1.4%	13.9	-22.5%	-3.6%	-0.7%	-3.9%	3.1%
CCNC(=S)N1CCN(S(=O)(=O)c2cccc(C(F)(F)F)c2)CC1	.	-1.7%	28.4%	-0.3%	7.4	0.5%	-5.4%	1.2%[46.1 µM]	-0.8%	0.1%
COc1cccc(-c2cn(C[C@H]3CC[C@@H]([C@@H]4CC[C@H](Cn5cc(-c6cccc(OC)c6)nn5)O4)O3)nn2)c1	-4.1%	-2.6%	2.2%	-2.4%	-8.7	-1.9%	-3.8%	-7.2%	-0.7%	10.9%
CCOC(=O)C1CCN(C(=O)Nc2c(-c3ccccc3)noc2C)CC1	-5.0%	-4.5%	-6.1%	1.3%	-0.5	-10.5%	-13.4%	0.5%	-3.3%	.
Cc1sc2nc(CN3CCCC3)nc(Cl)c2c1C	.	-2.0%	3.5%	6.0%	9.5	-9.5%	29.3%	4.2%[46.1 µM]	-0.9%	0.0%
Cc1ccc(-c2nc3cccnc3s2)cc1NS(C)(=O)=O	39.8%[activator]	-3.2%	2.6%	21.3%	0.1	-1.8%	-2.6%	-1.6%	1.5%	7.9%
O=C(Cn1cc(C(F)(F)F)ccc1=O)Nc1ccccc1	.	-6.1%	8.5%	5.1%	-2.9	-6.5%	-8.1%	1.1%	-2.8%	.
COc1ccc(C(=O)NCC(=O)N/N=C/c2cccnc2)cc1OC	11.8%	-10.3%	0.0%	-0.4%	-3.0	-5.2%	-5.8%	-1.2%	-2.2%	-12.5%
CC(Oc1ccccc1)C(=O)Nc1ccc(NC(=O)c2ccccc2)cc1 (stereo not drawn)	-10.8%	.	16.9%	0.9%	8.3	3.4%	3.7%	4.0%	3.2%	?
CSc1nnc(NC(=O)c2ccc(S(=O)(=O)N3CCOCC3)cc2)s1	-8.9%	.	2.0%	-0.6%	-16.5	-1.0%	4.6%	-1.5%	4.4%	13.8%
CCOC(=O)c1c(C)n(-c2ccc(C)cc2)c2ccc(OCC(O)CNCC3CCCO3)cc12 (stereo not drawn)	-0.6%	-3.9%	-53.0%[inhibitor]	?	13.6	-2.5%	?	9.7%	-0.5%	?
Cc1cc(Cl)c(OCCCn2cncn2)c(Br)c1	-6.1%	-4.0%	-20.7%	-0.8%	-12.4	9.8%	5.2%	1.7%	0.9%	22.2%
